CHRM1 antagonist: human M1 muscarinic receptor antagonists, primary screen, CHO-K1 cells, Fluo-8 calcium fluorescence, 1536-well | AID 588852, 2011 | Muscarinic acetylcholine receptor M1 (Homo sapiens), P11229 | CHO-K1 hM1, ACh EC80 antagonist | hit rate 1.3% among 360,000 | inhibition, % at 3 µM;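 active = percent inhibition above its own plate's cutoff, namely the mean of that plate's compound wells plus 3 SD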;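 note: peak over basal fluorescence ratio during 140 s after agonist addition; 0% = ACh EC80 plus DMSO and 100% = DMSO alone without agonist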
Target sequence (P11229 whole entry, looked up): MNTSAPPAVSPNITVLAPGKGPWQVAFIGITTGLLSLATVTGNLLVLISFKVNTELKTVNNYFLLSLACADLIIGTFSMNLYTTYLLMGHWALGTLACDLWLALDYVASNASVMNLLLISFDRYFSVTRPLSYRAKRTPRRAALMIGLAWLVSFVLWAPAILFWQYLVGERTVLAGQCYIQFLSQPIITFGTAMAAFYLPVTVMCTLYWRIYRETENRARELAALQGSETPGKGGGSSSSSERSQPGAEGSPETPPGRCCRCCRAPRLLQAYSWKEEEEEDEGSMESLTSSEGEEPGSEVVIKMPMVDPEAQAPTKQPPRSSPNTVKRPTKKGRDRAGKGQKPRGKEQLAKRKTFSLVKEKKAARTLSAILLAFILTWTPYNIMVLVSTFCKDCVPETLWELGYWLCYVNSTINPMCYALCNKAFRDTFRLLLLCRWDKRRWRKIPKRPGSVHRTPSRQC
TAAR1 antagonist: human TAAR1 antagonists, primary screen, Fluo-8 calcium fluorescence, CHO RD-HGA16 cells | hit rate 1.5% among 360,000 | AID 624466, 2012 | antagonist | Trace amine-associated receptor 1 (Homo sapiens), Q96RJ0 | inhibition, % at 3 µM;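 active = inhibition above a per-plate cutoff, the mean inhibition of test compounds on that plate plus 3 SD, cut at about 49% in these data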;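 note: 0% = DMSO plus EC80 beta-PEA response and 100% = DMSO alone without agonist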
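Material: CHO RD-HGA16 cells bearing hTAAR1; compound dosing: one-point dosing, 3 µM nominal final; schedule: dye loading 75 min at 37 °C, then 30 min room temperature; measured by: calcium fluorescence with Fluo-8; control set: vehicle and agonist controls; replication: n of 1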
CHO parental Ca: ATP-evoked calcium signal inhibitors, parental CHO, primary screen, counter-screen for OX1R antagonist project, cell-based, fluorescence, Fluo-8 calcium dye; parental CHO-K1, ATP-induced calcium, Fluo-8 fluorescence; inhibition, % at 5.6 µM; hit rate 0.63% among 330,000; AID 463079, 2010;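 active = inhibition above that plate's mean sample inhibition plus 3 SD, cut at about 26% in these data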;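 note: 0% = ATP-challenged DMSO wells and 100% = DMSO wells without ATP; some compounds past the cut are filed as inactive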
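Test system: parental CHO cells; detection: calcium-sensitive Fluo-8 fluorescence; evaluation: percent inhibition of calcium signal; also added: ATP as calcium-mobilizing challenge; repeats: one well per compound; control set: ATP-challenged DMSO wells low, unchallenged DMSO wells high; compound: single nominal dose of 5.6 µM per compound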
OXTR ag: human OXTR agonists, primary screen, fluorescence, CHO-OTR cells, Fluo-8 calcium; hit rate 0.32% among 320,000; Oxytocin receptor (Homo sapiens), P30559; AID 2435, 2010; Fluo-8 calcium fluorescence; normalized: DMSO 0%, oxytocin 100%; activation, % at 3 µM;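 active = activation above the mean of all tested compounds plus 3 SD, cutoff set per screening run, cut at about 20% in these data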;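 note: peak over basal fluorescence ratio from a 100 s FLIPR kinetic read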
Target sequence (P30559 whole entry, looked up): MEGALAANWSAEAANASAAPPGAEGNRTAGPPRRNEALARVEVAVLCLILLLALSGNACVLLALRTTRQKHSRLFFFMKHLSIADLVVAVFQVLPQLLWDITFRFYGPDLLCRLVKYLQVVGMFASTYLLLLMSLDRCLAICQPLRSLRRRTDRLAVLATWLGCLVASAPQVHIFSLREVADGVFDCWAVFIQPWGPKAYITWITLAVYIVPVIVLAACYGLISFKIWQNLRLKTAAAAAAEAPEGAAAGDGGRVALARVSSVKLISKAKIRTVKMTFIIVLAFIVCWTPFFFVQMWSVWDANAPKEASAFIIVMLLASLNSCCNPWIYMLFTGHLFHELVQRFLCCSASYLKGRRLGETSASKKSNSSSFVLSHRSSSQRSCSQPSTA
M1 PAM: human M1 muscarinic receptor positive allosteric modulators, primary screen, CHO-K1 cells, Fluo-8 calcium fluorescence, 1536-well. Muscarinic acetylcholine receptor M1 (Homo sapiens), P11229. CHO-K1 hM1, ACh EC20; 0% = ACh EC20, 100% = maximal ACh. activation, % at 3 µM. hit rate 0.088% among 360,000; in the data active = activation above about 19%, passing the limit was not always enough
V1R ag counter: agonists of human V1a receptor, primary screen, counter-screen for OXTR agonist project, fluorescence, CHO-V1R cells; Vasopressin V1a receptor (Homo sapiens), P37288; Fluo-8 calcium fluorescence, agonist mode; 0% DMSO, 100% 3 nM vasopressin; activation, % at 3 µM; hit rate 0.25% among 320,000; AID 2797, 2010;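 active = activation above the mean activation of all tested compounds plus 3 SD, per screening run, cut at about 20% in these data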;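 note: signal is peak over basal fluorescence ratio across a 100 second FLIPR read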
CHRM1 agonist: human M1 muscarinic receptor agonists, primary screen, Fluo-8 calcium fluorescence, CHO-K1 cells, HTS; Muscarinic acetylcholine receptor M1 (Homo sapiens), P11229; CHO-K1 hM1, agonist mode; 0% DMSO, 100% acetylcholine EC100; activation, % at 3 µM; hit rate 0.33% among 360,000; AID 588814, 2011;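 active = activation above the run's mean compound activation plus 3 SD, cut at about 16% in these data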;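 note: peak over basal fluorescence ratio within a 140 s kinetic read after compound addition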
OXTR potentiator: human OXTR potentiators, primary screen, fluorescence, CHO-OTR cells, Fluo-8 calcium. Oxytocin receptor (Homo sapiens), P30559. Fluo-8 calcium fluorescence, potentiator mode; 0% = oxytocin EC15, 100% = EC100. activation, % at 3 µM. hit rate 0.061% among 320,000;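 active = activation above that plate's cutoff, the mean activation of tested compounds plus 3 SD, cut at about 6.6% in these data, passing the limit was not always enough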;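 note: 100% uses oxytocin at 75 nM as the full agonist control; some results filed as inactive read as strong as hits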
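test system = CHO-OTR cells, human receptor | compound = single-point 3.0 µM | schedule = 6 min compound pre-incubation at room temperature, 100 s kinetic read | signal = Fluo-8 no-wash calcium dye fluorescence, excitation 470-495 nm, emission 515-575 nm | repeats = single well per compound, singlicate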
TAAR1 ag: human TAAR1 agonists, primary screen, Fluo-8 calcium fluorescence, CHO RD-HGA16 cells | hit rate 0.99% among 360,000 | AID 624467, 2012 | vehicle wells 0%, saturating PEA agonist 100% | activation, % at 3 µM | Trace amine-associated receptor 1 (Homo sapiens), Q96RJ0;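 active = activation above the mean activation of all test compounds in the run plus 3 SD, cut at about 38% in these data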
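Assay system: CHO-derived RD-HGA16 cells with stable Gα16 and human TAAR1; timing: 17-24 h seeding, 75 min 37 °C dye, 30 min RT; read-out: % activation from peak over basal fluorescence ratio, DMSO-to-PEA scaled; measured by: kinetic Fluo-8 calcium fluorescence; benchmarks: low control DMSO, high control PEA (EC100); doses: 3 µM single concentration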
Active calls of the source: *; / = no result given. Rows were taken by chance; 3.7% or so of the library scored in one or more.

SMILES | CHRM1 antagonist | TAAR1 antagonist | CHO parental Ca | OXTR ag | M1 PAM | V1R ag counter | CHRM1 agonist | OXTR potentiator | TAAR1 ag
CN(Cc1nc(-c2cccnc2)no1)S(=O)(=O)c1ccc2ccccc2c1 | 2 | 8 | -22 | 6.1 | -3 | 4.4 | -3 | -5 | 8
Nn1c(SCC(=O)Nc2ccccc2)nnc(Cc2ccccc2)c1=O | 12 | -8 | -14 | -1.7 | -1 | -0.5 | -2 | 1 | 2
O=C1C(=O)N(CCN2CCOCC2)C(c2ccc(F)cc2)/C1=C(/O)c1ccc(S(=O)(=O)N2CCOCC2)cc1 (configuration not stated) | 31* | -9 | -5 | 9.3 | -10 | 0.0 | -7 | -7 | 4
COC(=O)Nc1sc2c(c1C(=O)NCc1ccco1)CCCC2 | -1 | 107* | -11 | -1.0 | 2 | -0.3 | -3 | 0 | -3
COc1ccc(F)cc1C(=O)C1CCCN(Cc2cccn2-c2ccccn2)C1 (configuration not stated) | 6 | 9 | -27 | 2.1 | -20 | 4.0 | -14 | -8 | 5
OC(c1ccccc1)(c1nc(-c2ccc3ccccc3c2)cs1)C(F)(F)F (configuration not stated) | -2 | 12 | / | / | -7 | / | -6 | / | 3
Cc1c(CCC(=O)O)c(=O)oc2cc3occ(C(C)(C)C)c3cc12 | -12 | -10 | -16 | -0.2 | 18 | 0.8 | -6 | -10 | -3
CCOC(=O)Cc1csc(NS(=O)(=O)c2ccc(NC(C)=O)cc2)n1 | -9 | -1 | / | / | 3 | / | -1 | / | 1
CC(=O)c1ccc(NC(=O)c2noc3c2CCCCC3)cc1 | 1 | 6 | -19 | 0.5 | -4 | 0.2 | -8 | -4 | 19
Cc1ccc(Cn2nc(C)cc2C(=O)Nc2ccccc2Cl)cc1 | -12 | -4 | -23 | -1.1 | 2 | 0.0 | -2 | -15 | 4

Complete entries, looked up by structure:
Nn1c(SCC(=O)Nc2ccccc2)nnc(Cc2ccccc2)c1=O is listed with CHRM1 antagonist = 12; TAAR1 antagonist = -8; CHO parental Ca = -14; OXTR ag = -1.7; M1 PAM = -1; V1R ag counter = -0.5; CHRM1 agonist = -2; OXTR potentiator = 1; TAAR1 ag = 2
COc1ccc(F)cc1C(=O)C1CCCN(Cc2cccn2-c2ccccn2)C1 (configuration not stated) is listed with CHRM1 antagonist = 6; TAAR1 antagonist = 9; CHO parental Ca = -27; OXTR ag = 2.1; M1 PAM = -20; V1R ag counter = 4.0; CHRM1 agonist = -14; OXTR potentiator = -8; TAAR1 ag = 5

Next part.
SMILES | CHRM1 antagonist | TAAR1 antagonist | CHO parental Ca | OXTR ag | M1 PAM | V1R ag counter | CHRM1 agonist | OXTR potentiator | TAAR1 ag
COc1cccc(CNC(=O)CCNS(=O)(=O)c2ccc3c(c2)CC(C)N3C(C)=O)c1 (configuration not stated) | 2 | -19 | -11 | 0.5 | 1 | 0.9 | -2 | -3 | 2
Cc1cccc2sc(N(CCCN(C)C)C(=O)c3ccc(S(=O)(=O)N4CCc5ccccc5C4)cc3)nc12 | -14 | 33 | -12 | 3.7 | 4 | 3.2 | -2 | -11 | 39*
CCCc1nc2ccccc2n1CC(O)COc1ccc(NC(C)=O)cc1 (configuration not stated) | -3 | 5 | 2 | 0.1 | 8 | 0.6 | -10 | -3 | 2
CCSCCOC(=O)C1=C(C)NC(=O)NC1c1cc(OC)ccc1OC (configuration not stated) | 4 | -17 | -4 | -0.9 | -6 | -0.2 | -4 | -7 | 1
O=C(Cn1ccc(C(F)(F)F)n1)Nc1ccc(S(=O)(=O)NCc2ccco2)cc1 | -5 | -7 | 1 | 1.8 | 12 | 2.1 | 0 | -19 | 22
CC(C)c1ccccc1NC(=O)COC(=O)Cc1ccsc1 | 10 | 14 | -9 | -1.4 | -5 | -0.5 | -3 | -3 | 3
CCn1c(=O)c(C(=O)NNC(=O)c2ccccc2)c(O)c2ccccc21 | -6 | -1 | -6 | 16 | 2 | 14 | 11 | -15 | 38*
O=C(Cn1nnc2ccccc21)N/N=C\C=C\c1ccccc1 | 3 | 5 | 2 | -0.3 | 1 | 1.4 | -1 | -15 | 28
Cc1c(C(=O)NCCCN2CCCC2=O)oc2ccccc12 | -3 | 6 | -7 | -0.8 | 3 | 0.1 | -7 | -7 | 10
O=C(Nc1ccon1)c1ccc(Cl)c(S(=O)(=O)N2CCCCC2)c1 | 2 | -11 | -19 | 1.6 | 5 | 9.1 | -2 | 1 | 1
CCCCCCCCCCS(=O)(=O)N/N=C/c1ccc([N+](=O)[O-])cc1 | -7 | -4 | -5 | 0.1 | 2 | 0.1 | -4 | 3 | 4
CCCCc1c(C)c(C#N)c2nc3ccccc3n2c1Nc1c(C)n(C)n(-c2ccccc2)c1=O | -18 | 0 | -38 | -2.3 | -1 | -1.8 | 0 | -15 | 4
COCCCNC(=S)N(CCO)Cc1cc2cc3c(cc2[nH]c1=O)OCO3 | -8 | -24 | / | / | 3 | / | -4 | / | 1
COCC(C)NC(=O)c1ccccc1[N+](=O)[O-] (configuration not stated) | -1 | 5 | -7 | 0.2 | 9 | 0.1 | -7 | -12 | 1
CCOC(=O)C1CCCN(CCc2ccccc2)C1 (configuration not stated) | 49* | 5 | / | / | -12 | / | 18* | / | 2
NC(=O)N(N)c1nc(N2CCCC2)nc(N2CCCC2)n1 | 6 | -4 | 2 | 0.8 | 7 | 0.4 | -2 | -5 | 7
CCn1c(=NC(=O)CSC(C)=O)sc2ccccc21 | 7 | -11 | 6 | -1.3 | 9 | -1.3 | -3 | -9 | 2
CC(C)CNS(=O)(=O)c1ccc(CC(C)C)cc1 | 9 | 19 | 4 | -1.8 | -15 | 1.9 | -15 | -12 | 6
CCOc1ccc(C(=O)C2CCN(CC(=O)Nc3ccccc3N3CCOCC3)CC2)cc1 | -12 | -7 | -29 | -0.4 | 12 | -0.7 | -2 | -5 | 7
O=S(=O)(c1ccccc1)N1CCN(C(=S)Nc2ccc(Br)cc2)CC1 | -5 | -2 | / | / | 4 | / | -1 | / | 2
O=C(COC(=O)/C=C/c1ccccc1)Nc1cccnc1Cl | -5 | 8 | -4 | 0.0 | 10 | 1.9 | -1 | 2 | 1
O=C(NC1CCCC1)c1cc(-c2ccccc2Cl)on1 | -2 | 0 | -11 | -0.7 | -2 | 1.3 | -5 | -11 | 20
Cc1cc(Oc2ccc(=O)n(C)n2)nc(Oc2ccc(=O)[nH]n2)n1 | -13 | 2 | -2 | 0.6 | 9 | 0.1 | -2 | 0 | 1
C/C(=N/NC(=O)c1nnn(-c2nonc2N)c1CSc1ccc(Cl)cc1)c1ccncc1 | 7 | -10 | / | / | -1 | / | -1 | / | 1
Cn1ccnc1SCC(=O)Nc1cc(C(F)(F)F)ccc1N1CCOCC1 | -11 | 14 | -10 | -0.1 | 8 | 0.1 | -2 | -10 | 6
CC(C)CNC(=O)Cn1nc(C(F)(F)F)c2c1CCCC2 | 12 | 6 | -10 | 0.2 | -2 | 0.6 | -5 | 1 | 4
CS(=O)(=O)c1ccccc1C(=O)N(CCC1=CCCCC1)c1c(N)n(Cc2ccccc2)c(=O)[nH]c1=O | 5 | 1 | -20 | -0.8 | 2 | 0.2 | -4 | 1 | -1
O=S(=O)(Nc1nc(CN2CCOCC2)nc2sc3c(c12)CCCC3)c1cc(F)ccc1F | -9 | -14 | -12 | 1.1 | 9 | 1.1 | -2 | -18 | 3
COc1ccc(S(=O)(=O)N2CCCC2C(=O)NCC(=O)Nc2cccc(Cl)c2C)cc1 (configuration not stated) | 10 | 1 | -7 | 10 | -6 | 7.4 | -1 | -15 | 14
Cn1nnc(NC(=O)C(c2ccccc2)c2ccccc2)n1 | -1 | -7 | -12 | 1.1 | 14 | 0.6 | -3 | 2 | 4
O=C(Nc1ccc(-c2nc3cccnc3s2)cc1)c1cccnc1Cl | -4 | -7 | -12 | 1.9 | 3 | 2.0 | 2 | -6 | 7
CCCCC(=O)Nc1nnc(S(=O)(=O)N2CCCc3ccccc32)s1 | -8 | 0 | -2 | 0.0 | 4 | 0.4 | -5 | -3 | -1
O=C(O)CCSCCCN1C(=O)c2cccc3cccc(c23)C1=O | 13 | -9 | -1 | -0.8 | -3 | 0.0 | -4 | -6 | 5
CC(C)=CCCC(C)CN1CCC(n2nccc2NC(=O)C2CCCC2)CC1 (configuration not stated) | 6 | 1 | -16 | -0.4 | -4 | 0.3 | -4 | 0 | 1
CCOC(=O)CC1C(=O)NCCN1C(=O)COc1ccc(C(C)(C)C)cc1 (configuration not stated) | -10 | -12 | -11 | 0.8 | 12 | 0.1 | -2 | -6 | 2
COc1cc(NS(=O)(=O)c2ccc(NC(=O)c3ccc(F)cc3)cc2)ncn1 | -5 | -23 | 6 | 0.2 | 0 | 1.1 | -2 | 3 | 2
Cc1ccc(S(=O)(=O)NC(N)=NCCc2ccccc2)cc1C | -6 | -14 | -15 | -0.1 | 7 | 0.9 | -4 | -7 | 23

Some of the entries so far, field by field.
O=C(Cn1nnc2ccccc21)N/N=C\C=C\c1ccccc1
  CHRM1 antagonist: 3 | TAAR1 antagonist: 5 | CHO parental Ca: 2 | OXTR ag: -0.3 | M1 PAM: 1 | V1R ag counter: 1.4 | CHRM1 agonist: -1 | OXTR potentiator: -15 | TAAR1 ag: 28
Cc1c(C(=O)NCCCN2CCCC2=O)oc2ccccc12
  CHRM1 antagonist: -3 | TAAR1 antagonist: 6 | CHO parental Ca: -7 | OXTR ag: -0.8 | M1 PAM: 3 | V1R ag counter: 0.1 | CHRM1 agonist: -7 | OXTR potentiator: -7 | TAAR1 ag: 10
